# TRHR enhancer – allosteric enhancers of human TRH receptor; P34981; TRHR cells, fluo-8 calcium fluorescence, EC20 TRH enhancement; enhancement, % at 2 µM; actives 0.66% (n = 360,000); in the data active = enhancement above about 30%; also: 0% is about no effect
#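 TRHR-expressing cells loaded with fluo-8 calcium dye were read kinetically (ex 480/em 530) during compound addition, then stimulated with an EC20 of TRH (10 nM final). Enhancement of the Gq-mediated intracellular calcium response was scored.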
# Apoferritin bind – candidate novel general anesthetic via apoferritin binding; actives 0.074% (n = 350,000); apoferritin/1-aminoanthracene competitive binding, fluorescence; Potency, µM (highest dose often 77.5 µM), inactives show at the highest dose activity change, negative = displacement, actives largely listed as inhibitors; also: potency is read from the fitted curve at half-maximal effect; % is scaled to controls: 0 for no effect and ±100 for the full control effect; nearly all actives have a fitted effect of over 20% in size
# Target sequence (P02791 2-175 limits assumed): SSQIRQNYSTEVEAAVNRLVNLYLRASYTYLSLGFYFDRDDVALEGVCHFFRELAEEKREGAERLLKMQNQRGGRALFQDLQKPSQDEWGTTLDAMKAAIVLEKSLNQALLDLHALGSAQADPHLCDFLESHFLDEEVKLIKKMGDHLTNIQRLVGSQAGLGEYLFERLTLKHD
#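 Read-out: endpoint 1-AMA fluorescence, excitation 380 nm and emission 535 nm, after compounds sit 10 min at room temperature with 10 uM horse-spleen apoferritin in 50% saturated 1-AMA/PBS. Values come from four-parameter Hill fits.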
# RXFP1 agonist – activates the human relaxin receptor RXFP1; Potency, µM (highest dose often 57.5 µM), for the others: at the highest dose activation, actives largely listed as activators; HEK293T-RXFP1 cAMP TR-FRET, 30 min; response scale: percent of porcine relaxin response, buffer zero; AID 2676; actives 0.3% (n = 370,000); Q9HBX9; also: potency is read from the fitted curve at half-maximal effect; % is scaled to controls: 0 for no effect and ±100 for the full control effect; nearly all actives have a fitted effect of over 60% in size; many of its hits are not listed in these tables
#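 Agonist response is measured as cAMP accumulation in an RXFP1-transfected HEK293T line under PDE4 inhibition. Values are scaled between buffer-only and 29 nM porcine relaxin, and EC50s come from standard Hill equation fits.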
# RXFP1 antagonist – RXFP1 (human) relaxin receptor antagonism; activity change, negative = inhibition, % at 57.5 µM; actives 0.59% (n = 350,000); HEK293-RXFP1, relaxin-stimulated cAMP HTRF, 30 min; hits give low values; Q9HBX9; AID 1259400;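 active = activity change of -60% or lower, but not beyond a set lower limit; inconclusive = change between -60% and -40%, or beyond the set limit; inactive = change above -40%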; also: % is scaled to controls: 0 for no effect and ±100 for the full control effect
# D2 PAM – positively modulates the human D2 dopamine receptor allosterically; potentiation, % at 10 µM; actives 0.34% (n = 340,000); AID 485347; HEK293 T-REx D2, calcium flux, EC20 dopamine potentiation; P14416;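 active = potentiation over 3 SD above the plate norm, cut at about 30% in these data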; also: 0% is about no effect
# Target sequence (P14416 whole entry, looked up): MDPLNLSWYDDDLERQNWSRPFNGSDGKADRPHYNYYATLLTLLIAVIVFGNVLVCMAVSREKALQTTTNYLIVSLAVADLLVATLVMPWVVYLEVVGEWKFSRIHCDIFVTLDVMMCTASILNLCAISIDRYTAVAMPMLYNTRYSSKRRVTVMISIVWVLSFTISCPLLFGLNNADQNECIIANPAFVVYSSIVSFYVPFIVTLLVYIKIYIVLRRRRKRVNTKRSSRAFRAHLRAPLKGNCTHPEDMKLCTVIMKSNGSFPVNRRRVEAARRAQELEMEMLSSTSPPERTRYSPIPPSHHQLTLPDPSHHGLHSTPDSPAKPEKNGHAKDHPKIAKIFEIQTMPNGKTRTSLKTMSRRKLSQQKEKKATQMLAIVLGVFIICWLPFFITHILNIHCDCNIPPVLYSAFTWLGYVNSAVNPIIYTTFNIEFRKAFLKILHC
#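 Potentiation of an EC20 dopamine calcium response is measured in a force-coupled, tetracycline-inducible Hek293 Trex D2 line. Compound-only kinetic reads over 180 s flag agonists before dopamine addition.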
# TRHR ag – activates the human TRH receptor. actives 0.18% (n = 360,000). TRHR cells, calcium flux fluo-8, FDSS agonist mode. P34981. activation, % at 2 µM; in the data active = activation above about 30%; also: 0% is about no effect
#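 Agonist-mode FDSS calcium read (Ex 480/Em 530, 1 s cycles) in 1536-well TRHR cells with fluo-8 dye, after 10-cycle baseline and 23 nL compound addition; TRH at EC20 (10 nM final) added afterwards for the enhancer phase.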
# D1 antag – blocks dopamine activation of the human D1 receptor | P21728 | HEK293 TREx D1 cells, calcium flux, dopamine EC80; hits give low values | activity change, negative = inhibition, % at 10 µM | actives 3.2% (n = 360,000) | AID 504652; in the data active = activity change below about -30%; also: % is scaled to controls: 0 for no effect and ±100 for the full control effect
# Target sequence (P21728 whole entry, looked up): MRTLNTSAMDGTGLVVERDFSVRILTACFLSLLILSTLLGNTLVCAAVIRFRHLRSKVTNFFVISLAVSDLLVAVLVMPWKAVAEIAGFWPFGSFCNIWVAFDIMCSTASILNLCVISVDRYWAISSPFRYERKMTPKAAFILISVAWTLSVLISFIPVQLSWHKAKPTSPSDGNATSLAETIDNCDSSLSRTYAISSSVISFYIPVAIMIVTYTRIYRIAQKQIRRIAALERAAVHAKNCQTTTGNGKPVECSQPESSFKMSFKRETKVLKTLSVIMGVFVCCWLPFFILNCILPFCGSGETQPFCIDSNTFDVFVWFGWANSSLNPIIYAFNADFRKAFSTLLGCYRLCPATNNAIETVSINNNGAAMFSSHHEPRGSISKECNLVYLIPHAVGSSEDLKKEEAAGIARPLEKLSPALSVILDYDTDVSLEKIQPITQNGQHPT
#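 Cells carrying a force-coupled, tetracycline-inducible human D1 receptor report calcium flux. Each well gets a 10 s baseline, compound with 180 s monitoring, then an EC80 dopamine stimulus with a second 180 s kinetic read.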
# D1 ag – human D1 receptor agonism; P21728; HEK293 T-REx D1 cells, calcium flux, agonist mode; activation, % at 2 µM; actives 1% (n = 360,000); AID 504660; in the data active = activation above about 30%; also: 0% is about no effect
#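 Agonism was scored from calcium flux recorded over 180 s (1 read/s) after pintool compound addition, following a 10-cycle baseline. Cells were inducible force-coupled HEK293 TREx D1, plated overnight at 30 C and loaded with no-wash calcium dye.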
# D1 PAM – potentiators of human D1 dopamine receptor; potentiation, % at 10 µM; actives 0.036% (n = 360,000); P21728; AID 504651; HEK293 TREx D1 cells, calcium flux, dopamine EC20 potentiation; in the data active = potentiation above about 30%; also: 0% is about no effect
# Starred values were filed as active, the others as inactive; ? = inconclusive; / = not tested or not shown; [ ] = remark or other dose. Unless noted, calls follow the shape of the dose curve; as a rule, active = well fitted curve in the direction sought with a large enough effect; inconclusive = small, poorly fitted or top-dose-only effect, or another doubt; inactive = no such curve, though single readings can be large; an effect the other way counts as inactive or inconclusive. A portion of the library (hit frequency here may not be typical).
# Start of the data: the first 2 entries, ahead of the listing:
structure,TRHR enhancer,Apoferritin bind,RXFP1 agonist,RXFP1 antagonist,D2 PAM,TRHR ag,D1 antag,D1 ag,D1 PAM
COc1ccc(C2C(C(=O)OC3CCCCC3)=C(C)Nc3nnnn32)c(OC)c1OC (stereo not drawn),6,-13%,1.3%,1,2,0.2,59,7,7
O=C(Nc1ccc2c(c1)OCCO2)C1CC(O)CN1C(=O)Nc1ccccc1 (stereo not drawn),-3,-2%,-2.3%,-10,-3,1.1,-7,3,-1

# All compounds of this part, from the first entry:
structure,TRHR enhancer,Apoferritin bind,RXFP1 agonist,RXFP1 antagonist,D2 PAM,TRHR ag,D1 antag,D1 ag,D1 PAM
COc1ccc(C2C(C(=O)OC3CCCCC3)=C(C)Nc3nnnn32)c(OC)c1OC (stereo not drawn),6,-13%,1.3%,1,2,0.2,59,7,7
O=C(Nc1ccc2c(c1)OCCO2)C1CC(O)CN1C(=O)Nc1ccccc1 (stereo not drawn),-3,-2%,-2.3%,-10,-3,1.1,-7,3,-1
Cc1ccc(C)c(S(=O)(=O)N2CCN(C(=O)CCNS(=O)(=O)c3ccc(C)c(C)c3)CC2)c1,-9,/,-0.2%,-1,32*,1.0,-9,0,3
COC(=O)[C@@H](N)Cc1ccc(O)c(O)c1,-28,/,0.1%,-4,-21,0.6,-53*,-2,-6
Cc1ccccc1-c1nc(CS(=O)(=O)CC(=O)N2CCN(C)CC2)c(C)o1,0,-1%,0.4%,6,8,0.0,-7,6,-1
CCCC(C)C(=O)NCc1ccccc1OC (stereo not drawn),-8,?,-0.7%,9,0,0.4,-18,0,-1
Cc1nc(-c2cccc(S(=O)(=O)N3CCCC(C)C3)c2)cs1 (stereo not drawn),3,-3%,0.2%,-9,7,-0.8,-1,2,-2
CCN(CC)S(=O)(=O)c1ccc(C)c(NC(=O)COc2ccc(Br)cc2Cl)c1,-3,5%,-1.4%,-14,3,0.5,-4,3,-12
COc1cccc(NC(=O)COC(=O)COc2ccccc2[N+](=O)[O-])c1,1,-6%,4.4%,-7,5,-0.5,10,2,-3
CCOC(=O)c1cn2ccc(C)cc2n1,2,5%,-1.7%,4,3,0.8,-4,0,-2
CCOC(=O)Cc1csc(NC(=S)NC(=O)CC(C)C)n1,-3,3%,-0.3%,-5,-11,-0.1,5,0,6
Oc1c(C(c2cccc(Cl)c2)N2CCOCC2)sc2nc(-c3ccco3)nn12 (stereo not drawn),-3,-10%,2.4%,-5,/,0.5,/,-1,5
COc1ccc(-c2nc(-c3ccncc3)no2)cc1,-1,1%,4.8%,-2,-3,1.0,22,1,-5
O=[N+]([O-])c1ccc(N=NNc2ccccc2)cc1,1,?,1.3%,-4,-1,-2.3,-15,-1,-9
Cc1cccc(NC(=O)c2oc3ccccc3c2NC(=O)c2cc(=O)c3ccc(C)cc3o2)c1,7,-6%,1.1%,0,9,0.2,2,0,1
O=C(NCC(c1cccnc1)N1CCN(c2ccc(F)cc2)CC1)c1ccc2c(c1)OCO2 (stereo not drawn),4,-20%,0.0%,7,11,0.3,-1,2,-9
CCCn1c(N)c(C(=O)CN2CCN(S(=O)(=O)c3cccs3)CC2)c(=O)[nH]c1=O,3,-19%,1.5%,-3,4,0.2,3,2,-6
Cc1ccc(C)c(NC(=O)CSc2nnc(-c3n[nH]c4ccccc34)o2)c1,-1,-6%,-0.4%,-2,0,0.5,-3,1,4
CC(=O)N1CCN(C(=O)c2cccc(S(=O)(=O)N3CCN(c4ccc(F)cc4)CC3)c2)CC1,-1,/,1.4%,-9,1,0.3,0,53*,-8
COc1cc2nc(=S)n3[nH]c(CCn4c(C)nc5ccccc54)nc3c2cc1OC,-9,4%,4.4%,21,-11,0.2,33,6,-2
COc1ccc(/C=C/C(=O)c2ccc3c(c2)OCO3)cc1OC,-6,/,1.8%,-8,-6,0.3,12,3,-2
CCCCc1nc(Cl)c(C#N)c2c1CSC(C)(C)C2,-4,-16%,0.3%,-13,-3,0.0,5,2,4
Cn1cccc1/C=N/NC(=O)Cc1cccs1,-3,0%,-1.7%,12,-3,0.3,-14,6,1
O=C(CSc1nc(C2CC2)nc2ccccc12)Nc1cccc(O)c1,1,13%,0.5%,-24,/,-0.6,-9,-1,1
C=CCc1cccc(CNc2ccc(S(=O)(=O)Nc3nccnc3OC)cc2)c1O,3,-4%,-1.2%,-19,4,-0.3,-7,6,-5
O=C(CS(=O)c1ccc(F)cc1)N1CCOCC1 (stereo not drawn),0,1%,4.9%,13,-4,1.0,6,2,-9
Cc1ccc(/C=N/NC(=O)c2ccncc2)cc1,10,-10%,0.0%,4,6,-0.7,9,4,-3
COc1cccc(CC(=O)Nc2c(C(=O)N3CCN(c4ccccc4F)CC3)oc3ccccc23)c1,-7,?,3.2%,-34,0,-0.1,-2,1,-4
COC(=O)c1c(NC(=O)c2ccccc2F)sc2c1C(C(=O)OC)CC2 (stereo not drawn),0,-2%,18%,-4,7,0.6,5,4,-1
COc1cccc(=O)c2c(C)oc(C)c12,4,3%,0.8%,-7,12,0.2,15,0,-5
Nc1nc(Cl)cc(NCCc2ccccc2)n1,-1,?,0.5%,/,3,0.2,-4,17,-6
CC1=C(Sc2ccccn2)C(=O)NC(C)(C)C1,2,?,1.0%,8,-7,1.3,-5,2,-8
CC(C)CN(C(=O)COC(=O)C1CC1)c1c(N)n(Cc2ccccc2)c(=O)[nH]c1=O,-2,/,1.2%,-10,-5,0.7,19,4,-3
O=C1NC(=Nc2ccccc2)S/C1=C/c1cccs1,-3,-16%,-1.5%,-34,-11,-0.2,-25,6,-3
COc1cc(Cl)c(C)cc1NC(=O)CSc1cc(=O)n(C)c2cc(Cl)ccc12,2,-1%,3.7%,-3,-22,-0.1,-11,-1,9
O=C(NCCN1CCN(c2ccccc2)CC1)C1CCN(S(=O)(=O)c2cccc3nonc23)CC1,-8,-12%,-1.5%,-3,0,1.7,-13,1,2
CCOC(=O)c1ccc(NS(=O)(=O)c2cc3c4c(c2)CCN4C(=O)CC3)cc1,13,/,-0.6%,-10,23,0.1,11,9,-4
Nc1nnc(COc2cccc(C(F)(F)F)c2)s1,3,?,0.5%,-2,/,0.0,-7,1,-2
COc1ccccc1NCc1cccn1-c1nnc(N2CCOCC2)s1,-11,-3%,-0.3%,/,-16,0.6,2,1,8
CCOC(=O)c1ccc(NC(=O)c2csc3c2CCCCC3)cc1,19,-4%,-0.6%,/,1,1.6,-11,1,-1
CCCN1CCC(N(C)CCc2ccc(OC)c(OC)c2)CC1,0,-10%,-1.4%,-9,-2,1.4,0,2,-1
O=C(NCCCn1ccnc1)c1ccc(-c2ccccc2)cc1,6,-6%,-0.3%,2,-15,-0.2,12,0,1
O=P(CCCCCCCCCP(=O)(c1ccccc1)c1ccccc1)(c1ccccc1)c1ccccc1,3,96%[activator],-0.5%,-72*,-1,14,10,7,6
CCOC(=O)N1CCN(C(=O)COC(=O)CNC(=O)c2ccc(Cl)cc2Cl)CC1,1,/,1.2%,2,9,1.3,-5,0,3
O=C(Nc1cccc(O)c1)c1noc2c1CCCCC2,-3,?,0.3%,14,4,0.1,-8,0,0
COc1cccc(CNC(=O)Cc2csc3nc(-c4ccccc4)cn23)c1,-5,-10%,-0.3%,-17,-4,-0.2,9,-2,0
CCN(CC)C(=O)c1nc[nH]c1C(=O)N(C)Cc1ccccc1,8,/,-3.2%,/,-2,-0.4,3,2,1
COc1cc(NC(=O)COC(=O)CSc2ccc3ccccc3c2)c(C)cc1[N+](=O)[O-],-3,3%,4.9%,11,-7,0.1,4,1,-1
O=C(COc1ccc([N+](=O)[O-])cc1)N(Cc1cccs1)C1CCS(=O)(=O)C1 (stereo not drawn),-3,5%,0.9%,-4,-2,0.4,3,0,0
NC(C(=O)O)C1CC(Cl)=NO1 (stereo not drawn),-3,-2%,2.3%,/,-1,0.0,2,-1,-1
COc1ccc([C@H](NC(=O)OC(C)(C)C)C(=O)OC(C)(C)C)cc1,-5,/,-2.3%,/,-11,0.3,-47*,0,-8
CCCCC(=O)NC(=S)NNC(=O)CCc1ccccc1,0,5%,0.3%,17,-21,0.2,8,2,-2
Cc1ccccc1C(=O)N1CC(=O)Nc2ccc(F)cc2C1c1ccccc1 (stereo not drawn),-3,-5%,-2.5%,0,9,0.7,8,1,1
CCOC(=O)c1c(NC(C)=O)c2c3c(sc2n1Cc1cc(C)ccc1C)CCCC3,9,2%,3.9%,9,2,0.0,-20,-1,0
CCCSc1ccc([C@H]2N[C@@](CC(C)C)(C(=O)OC)[C@H]3C(=O)N(C)C(=O)[C@@H]23)cc1,0,/,0.1%,/,10,0.5,1,7,-5
CN(CCOc1ccccc1)C(=O)c1ccc(Cl)c(S(=O)(=O)N2CCCCC2)c1,-4,/,-1.9%,12,2,0.8,-17,5,-4
O=C(NCCc1cccc(Cl)c1)c1cccs1,1,?,1.6%,-2,4,-1.1,-21,6,-7
CCN1CCN(c2nnc(-n3cccc3C(=O)Nc3cccc(OC)c3)s2)CC1,11,-10%,4.3%,-13,-3,-0.1,8,1,-2
O=C1CC(c2ccc(S(=O)(=O)NC3CC3)cc2)CN1 (stereo not drawn),-4,0%,1.0%,/,6,0.7,-14,1,-1
CN1C(=S)SC(/[N+]([O-])=C\c2ccco2)C1(C)C (stereo not drawn),9,?,1.6%,4,5,1.0,-7,0,0

# Further records.
structure,TRHR enhancer,Apoferritin bind,RXFP1 agonist,RXFP1 antagonist,D2 PAM,TRHR ag,D1 antag,D1 ag,D1 PAM
Cc1cc(NC(=O)CSc2ccc3nnc(-c4cccc(F)c4)n3n2)no1,-5,-10%,19%,22,-2,-0.3,1,0,10
COc1ccc(S(=O)(=O)N2CCC(c3cc(-c4cccc5ccccc45)n[nH]3)CC2)cc1,1,-2%,-1.3%,-2,-6,2.0,-21,8,-2
O=C(Nc1nnc(CCS(=O)(=O)c2ccc3ccccc3c2)s1)c1ccc([N+](=O)[O-])cc1,6,-2%,1.7%,13,-6,0.1,-19,2,-5
Cc1ccc(NC(=O)C2CCN(c3cnccn3)CC2)cc1C,-13,1%,0.7%,0,-16,-0.4,-6,5,4

# Profiles, looked up by structure. Values in the order: TRHR enhancer	Apoferritin bind	RXFP1 agonist	RXFP1 antagonist	D2 PAM	TRHR ag	D1 antag	D1 ag	D1 PAM
# O=C(Nc1nnc(CCS(=O)(=O)c2ccc3ccccc3c2)s1)c1ccc([N+](=O)[O-])cc1 is listed as 6	-2%	1.7%	13	-6	0.1	-19	2	-5
# COc1ccc(S(=O)(=O)N2CCC(c3cc(-c4cccc5ccccc45)n[nH]3)CC2)cc1 is listed as 1	-2%	-1.3%	-2	-6	2.0	-21	8	-2
